From PubChem BioAssay
Peg3 imprint: qHTS Assay for Compounds that Induce Erasure of Genomic Imprints; mouse ES Peg3-LacZ reporter, beta-gal luminescence, 40 h; 110,000 compounds, 0.02% hits; Potency, µM (top dose mostly 60.7 µM), for inactives: top-dose activity change, positive = activation, actives largely listed as activators; AID 1948, 2009;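 further: 0% = negative control wells on the plate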
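Imprint erasure is scored as LacZ activity from the silenced maternal Peg3 allele in feeder-free female ES cells cultured 40 h with LIF. Luminescence is normalized to in-plate negative controls and fitted to the Hill equation.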
p53ts 39C kill: qHTS Screen for Compounds that Selectively Target Cancer Cells with p53 Mutations: Cytotoxicity of p53ts Cells at the Nonpermissive Temperature | H1299-p53A138V viability at 39C, ATP luminescence, 24 h | Potency, µM (highest dose often 46.1 µM), without a hit: at the highest dose activity change, negative = cell killing, most hits filed as cytotoxic | 130,000 compounds, 1.5% hits; further: nearly all actives have a fitted effect of over 55% in size
IkB signaling: IkB Signaling | AID 445, 2006 | Potency, µM (series often up to 57.1 µM), for inactives: at the top dose IkBa stabilization activation | ABC-DLBCL IkBa-CBG/CBR dual luciferase ratio, 4 h; response scale: scaled: untreated 0%, proteasome inhibitor 100% | 110,000 compounds, 0.04% hits; active means well fitted curve in the direction sought with a large enough effect in the signal ratio, not every such curve was filed as active; inconclusive means small, poorly fitted or top-dose-only effect, or a change in a side signal; the % refers to the signal ratio;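 further: the direction sought is a rising ratio; 0% = basal untreated cells and 100% = reference inhibitor full response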
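In this assay, an IκBα–CBG68 fusion accumulates when IKK-driven degradation is blocked; native CBR normalizes for cell number. OCI-Ly3 cells were treated 4 h with compound and doxycycline, then green and red light read after Chroma-Glo addition.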
p53ts 32C tox: qHTS Screen for Compounds that Selectively Target Cancer Cells with p53 Mutations: Cytotoxicity of p53ts Cells at the Permissive Temperature. H1299-p53A138V at 32C, ATP luminescence viability, 24 h. 130,000 compounds, 0.93% hits. Potency, µM (series often up to 46.1 µM), inactives show at the highest dose activity change, negative = cytotoxicity, actives largely listed as cytotoxic. AID 924, 2007;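 further: 0% = DMSO and -100% = full killing by reference compound; nearly all actives have a fitted effect of over 55% in size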
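H1299-p53 A138V cells (temperature-sensitive p53) exposed 24 h to up to 46 uM compound at 32C, where p53 is wild-type in conformation. Viability read as ATP luminescence and normalised to DMSO and 100 uM tamoxifen. AC50 fitted with the Hill equation.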
Starred values were filed as active, the others as inactive; u = inconclusive; x = not tested or not shown; & = joins results of further samples; [ ] = dose if it differs, or a comment. Unless noted, the call rests on the fitted dose curve; in most records, active means well fitted curve in the direction sought with a large enough effect; inconclusive means small, poorly fitted or top-dose-only effect, or another doubt; inactive means no such curve, though single readings can be large; an effect the other way counts as inactive or inconclusive. Unless noted, on the % scale 0 is the no-effect control and ±100 the full control effect; potency means the concentration at half of the fitted maximal effect.

SMILES	Peg3 imprint	p53ts 39C kill	IkB signaling	p53ts 32C tox
CN1c2ccccc2-c2nc3ccccc3n2C1c1ccncc1 (stereo unspecified)	-16%	-21%	-1.2%	-14%
COc1ccccc1N(CC(=O)NCCSCc1ccccc1)S(=O)(=O)c1ccc(C)cc1	-17%[10.9 µM]	-6%	u	10%
CN(Cc1ccc(OC(F)F)cc1)C(=O)c1ccc2nccnc2c1	-5%	1%	-0.4%	-3%
O=C(Nc1ccc(OC(F)(F)F)cc1)C1CCCN(S(=O)(=O)c2cccnc2)C1 (stereo unspecified)	-8%	-19%	1.2%	-7%
O=C(c1cnc2n(c1=O)CCS2)N1CCc2ccccc21	x	14%	x	13%
Cc1cccc(NC(=O)CSc2nc3c(oc4ccccc43)c(=O)n2-c2ccc(F)cc2)c1	-7%[10.9 µM]	5%	-0.5%	10%
COc1cccc(CN2C(=O)CN(C3CCCCC3)C(=O)C2c2ccc(OC(C)C)c(OC)c2)c1 (stereo unspecified)	-13%[10.9 µM]	-7%	-0.7%	-9%
Oc1cc(Cc2ccccc2)cnc1CN1CCOCC1	2%	3%	-1.1%	0%
Cc1cccc(CNC(=O)CS(=O)(=O)c2cccc3nsnc23)c1	20%[10.9 µM]	-15%	1.9%	4%
Nc1c(C(=O)NCc2cccnc2)sc(=S)n1-c1ccccc1	-2%	11%	-3.4%	2%
O=c1[nH]cnc2c1ncn2C1OC(CO)C(O)C1O (stereo unspecified)	0%&2%&4%	20%&10%&14%	x	17%&13%&14%
CCOC(=O)c1ccc(NC(=O)NS(=O)(=O)c2ccc(C)cc2)cc1	-10%	-3%	-1.0%	3%
Cc1nc2cc(NC(=O)NCc3ccc4c(c3)OCO4)ccc2o1	2%	-4%	5.4%	0%
CSc1nn(Cc2ccc(F)cc2)c(N)c1S(=O)(=O)c1ccc(Cl)cc1	-13%[10.9 µM]	-17%	u	10%
O=C(NCC1COCCO1)C1CCN(S(=O)(=O)c2ccccc2)CC1 (stereo unspecified)	2%	8%	0.4%	2%
CCOC(=O)Cn1cc(C(=O)C2CC2)c2ccccc21	-13%	-5%	6.2%	4%
CNc1nc2c(c(=O)[nH]c(=O)n2C)n1CCOC	-4%	-16%	u	4%
CC(C)c1nc2sc3c(SCC(=O)NCc4ccco4)ncnc3c2c2c1CCC2	-23%	15%	-4.9%	-1%
CCOCCCNC(=O)CN(Cc1ccc(Cl)cc1)S(C)(=O)=O	-8%	5%	0.9%	-1%
Cc1cc2c(cc(C(=O)NCc3cccnc3)n2Cc2ccc(Cl)cc2)o1	x	15%	x	9%
Cc1cc(OC(C)C(=O)Nc2c(C(=O)c3ccc(F)cc3)oc3ccccc23)ccc1Cl (stereo unspecified)	6%[10.9 µM]	-1%	5.7%	-5%
COc1ccc(N2C(=O)CC(Sc3nccc(C)n3)C2=O)cc1 (stereo unspecified)	-9%	1%	u	-3%
Cc1ccc(S(=O)(=O)N[C@H]2COC(=O)C/C=C\[C@@H](C)[C@H](NS(=O)(=O)c3ccc(C)cc3)COC(=O)[C@H](C)NC(=O)C/C=C\[C@H]2C)cc1	x	10%[9.22 µM]	x	-4%[9.22 µM]
CC1CN(C(=O)CN2C(=O)c3ccccc3C2=O)CC(C)O1 (stereo unspecified)	x	1%	-0.5%	-6%
COc1cccc(CNc2nc3nc(C)c(Cl)c(C)n3n2)c1	-12%	6%	u	-11%
Nc1c(S(=O)(=O)c2ccccc2)c2nc3ccccc3nc2n1/N=C/c1ccco1	x	-15%	x	8%
CC(C)C(=O)N1CCN(CCN=CC2=C(O)CC(c3ccco3)CC2=O)CC1 (stereo unspecified)	-11%	15%	-0.8%	10%
CC(=O)Nc1ccc(S(=O)(=O)N(c2cccnc2)S(=O)(=O)c2ccc(NC(C)=O)cc2)cc1	x	3%	x	9%
COc1ccc(C)cc1NC(=O)Cn1c(=O)c(C(F)(F)F)nc2ccccc21	7%[10.9 µM]	-1%	-1.6%	5%
O=C(O)c1cccc(N2CCCC2=O)c1	3%	-4%	-0.3%	4%
CCN1C(=O)c2ccccc2Sc2ccc(NC(=O)Nc3ccc(Br)c(C)c3)cc21	-4%[10.9 µM]	10%	0.0%	0%
Cc1cc(N2CCCCC2)nc2ccc(NC(=O)/C=C/c3ccc(OC(C)C)cc3)cc12	-10%[10.9 µM]	-13%	u	-1%
CCNC(=S)N1CCC(c2nc3cc(C)c(C)cc3[nH]2)CC1	x	1%	x	-7%
Cc1cc(=O)[nH]c(SCC(=O)C23CC4CC(CC(C4)C2)C3)c1C#N	-8%	53%[activator]	6.3%	47%[activator]
O=C(NCc1cccnc1)c1cnc2n(c1=O)CCS2	x	-2%	x	-3%
Cn1cnnc1SCC(=O)Nc1sc2c(c1C#N)CCCCC2	-8%	-4%	-2.7%	0%
CCc1cccc2c(-c3ccccc3)nc(SCC(=O)Nc3ccccc3OC)nc12	-12%[10.9 µM]	-14%	u	5%
CCOC(=O)c1c(C)[nH]c(C(=O)CSc2ccccc2)c1C	-17%	u	-2.0%	u
CC(=O)N[C@H](Cc1c[nH]c2ccccc12)C(=O)O	-8%[10.9 µM]	1%[9.22 µM]	0.9%[11.4 µM]	-7%[9.22 µM]
Cc1ccc(-n2c(=O)c(C#N)cc3c(=O)n4ccccc4nc32)cc1	-3%	2%	0.9%	-9%

Compound profiles (already shown).
`Cn1cnnc1SCC(=O)Nc1sc2c(c1C#N)CCCCC2` in the list: Peg3 imprint = -8%; p53ts 39C kill = -4%; IkB signaling = -2.7%; p53ts 32C tox = 0%
`CCOC(=O)c1c(C)[nH]c(C(=O)CSc2ccccc2)c1C` in the list: Peg3 imprint = -17%; p53ts 39C kill = u; IkB signaling = -2.0%; p53ts 32C tox = u

Quoted at random: 5 entries already listed
SMILES	Peg3 imprint	p53ts 39C kill	IkB signaling	p53ts 32C tox
CCN1C(=O)c2ccccc2Sc2ccc(NC(=O)Nc3ccc(Br)c(C)c3)cc21	-4%[10.9 µM]	10%	0.0%	0%
Cc1nc2cc(NC(=O)NCc3ccc4c(c3)OCO4)ccc2o1	2%	-4%	5.4%	0%
COc1cccc(CN2C(=O)CN(C3CCCCC3)C(=O)C2c2ccc(OC(C)C)c(OC)c2)c1 (stereo unspecified)	-13%[10.9 µM]	-7%	-0.7%	-9%
Cn1cnnc1SCC(=O)Nc1sc2c(c1C#N)CCCCC2	-8%	-4%	-2.7%	0%
CN1c2ccccc2-c2nc3ccccc3n2C1c1ccncc1 (stereo unspecified)	-16%	-21%	-1.2%	-14%

Later entries:
SMILES	Peg3 imprint	p53ts 39C kill	IkB signaling	p53ts 32C tox
Oc1ccc(-c2onc(C(F)(F)F)c2-c2cscn2)c(O)c1	-10%	4%	4.1%	12%
CCc1ccc(NS(=O)(=O)c2cccs2)cc1	-26%	13%	-0.6%	0%
Cc1ccc2[nH]c(CSc3nnc(NC(=O)COc4ccccc4)s3)cc(=O)c2c1	-5%[10.9 µM]	1%	u	-4%
CC(=O)N1CCc2cc(S(=O)(=O)NC(CC(C)C)C(=O)NCCc3ccc(C)cc3)ccc21 (stereo unspecified)	-3%[10.9 µM]	15%	u	16%
Cc1ccc(S(=O)(=O)N2CCc3cc(C(=O)Nc4c(C)cccc4C(C)C)ccc32)cc1	-9%[10.9 µM]	-17%	1.0%	-1%
COc1ccc(N(CC(=O)N2CCN(c3cccc(C)c3C)CC2)S(=O)(=O)c2c(C)noc2C)cc1	-7%[10.9 µM]	-12%	-0.4%	3%
COc1nc(Nc2ccc(-c3nc4ccccc4o3)cc2)nc(N2CCOCC2)n1	9%	9%	-5.7%	5%
Cc1oc(-c2ccccc2F)nc1CS(=O)(=O)CC(=O)N1CCN(c2cccc(C(F)(F)F)c2)CC1	-13%[10.9 µM]	-20%	u	-1%
CCC(=O)Oc1ccc(-c2nc(-c3cccnc3)no2)cc1	-92%[inhibitor]	u	-1.1%	u
COc1ccc2cc3cc(C(=O)NCc4ccccn4)oc3nc2c1	-37%[inhibitor]	-4%	0.7%	2%
COc1cccc(C(=O)Nc2c(C(=O)NC(C)(C)C)oc3ccccc23)c1	18%[10.9 µM]	-18%	3.0%	2%
CCOC(=O)c1ccccc1NC(=O)Cn1nnc2sc3c(c2c1=O)CCCC3	-11%[10.9 µM]	-16%	u	7%
COc1ccc(C(=O)n2nc(-c3ccccc3)nc2N)cc1OC	-31%[inhibitor]	-4%	u	-5%
CCC(=O)Nc1nnc(S(=O)(=O)N2c3ccccc3CC2C)s1 (stereo unspecified)	-13%[10.9 µM]	4%	-0.8%	-5%
COc1ccc(-c2noc(-c3ccc(NCc4ccco4)c([N+](=O)[O-])c3)n2)cc1OC	-14%[10.9 µM]	4%	-0.2%	4%
Cc1cc(C)c(Cn2c(C)c(CNCCCc3ccccc3)c(C(=O)O)c2C)c(C)c1	-3%[10.9 µM]	-19%	u	17%
Cc1ccccc1NC(=O)Cn1c(=O)n(CCCCC(=O)NCc2ccccc2Cl)c(=O)c2ccccc21	-2%[10.9 µM]	u	5.4%	-30%
Cc1ccc(C)c(CNC(=O)c2ccc3c(c2)nc2n3CCC(C)C2)c1 (stereo unspecified)	-10%[10.9 µM]	-3%	u	-13%
COc1ccc(S(=O)(=O)Nc2ccc(C)cc2)cc1OC	-21%	4%	-0.3%	7%
COCCNc1ncnc2ccc(-c3ccccc3C(F)(F)F)cc12	10%	-6%	3.3%[11.4 µM]	-2%
Cc1cccc(NC2=NC(C)(C)N=C(N)N2)c1C	x	4%	-1.1%	-5%
O=C(Cn1ccc(=O)[nH]c1=O)Nc1ccc(C(=O)O)c(O)c1	-13%[10.9 µM]	4%[9.22 µM]	-1.5%[11.4 µM]	4%[9.22 µM]
COc1cccc(NC(=O)c2ccn(C)n2)c1	x	u	x	u
COc1ccc(N2CCN(C(=O)c3cnc(N4CCOCC4)c4ccccc34)CC2)cc1	-7%[10.9 µM]	-14%	1.2%	8%
CCCCNC(=O)OCCNC(=O)Oc1cccc(C)c1	-19%	-21%	-1.1%	-3%
CC1=C(C#N)C2C(/C1=N/O)C2(C)C (stereo unspecified)	-11%	5%	-0.3%	-9%
Cc1ccc(-c2nnc(Nc3cccc(O)c3)c3ccccc23)cc1S(=O)(=O)NCC1CCCO1 (stereo unspecified)	-8%[10.9 µM]	-9%	u	15%
Cc1ccc(C(=O)Nc2ccc3oc(-c4ccncc4)nc3c2)c(Cl)c1	-4%[10.9 µM]	7%	u	-6%
CCCCn1nnnc1SCC(=O)N1CCN(C(=O)c2ccco2)CC1	-11%	-4%	0.2%	1%
CC(=O)Nc1ccc(N2C(=O)CC(N3CCN(Cc4ccc5c(c4)OCO5)CC3)C2=O)cc1 (stereo unspecified)	x	4%	x	-4%
Cc1ccc2c(CNC3CCC(C)CC3)c(C(=O)O)n(Cc3cccc(F)c3)c2c1 (stereo unspecified)	17%[10.9 µM]	-7%	u	9%
Cc1ccc2oc(=O)c3cnn(CC(=O)N(CCC(C)C)Cc4ccco4)c3c2c1	-17%	6%	-3.5%	3%
NC(=O)c1cnn2c1NC(c1ccc(F)cc1)CC2C(F)(F)F (stereo unspecified)	9%	6%	-2.2%	6%
COC(=O)c1[nH]c2cccc(OC)c2c1NC(=O)CN1CCN(c2cccc(OC)c2)C(C)C1 (stereo unspecified)	-14%	-16%	0.4%	-6%
COc1ccc(-n2c(=O)c(-c3cccc(C#N)c3)nc3cnc(N4CCNCC4)nc32)cc1	u	-5%	-0.7%[11.4 µM]	3%
Cc1cccc(C)c1NC(=O)C1CC(=O)N(C(C)C)C1 (stereo unspecified)	-1%	7%	-0.2%	-2%

Three entries from above, ordered by number of heavy atoms, descending:
SMILES	Peg3 imprint	p53ts 39C kill	IkB signaling	p53ts 32C tox
CC(=O)N1CCc2cc(S(=O)(=O)NC(CC(C)C)C(=O)NCCc3ccc(C)cc3)ccc21 (stereo unspecified)	-3%[10.9 µM]	15%	u	16%
Cc1ccc2[nH]c(CSc3nnc(NC(=O)COc4ccccc4)s3)cc(=O)c2c1	-5%[10.9 µM]	1%	u	-4%
CN1c2ccccc2-c2nc3ccccc3n2C1c1ccncc1 (stereo unspecified)	-16%	-21%	-1.2%	-14%
